TcdB inh – inhibitors of Clostridioides difficile toxin B glycohydrolase | P18177 | TcdB glycohydrolase enzymatic assay, plate reader | inhibition, % at 9.99 µM | 350,000 tested, 0.24% active; in the data active = inhibition above about 10%
Anthrax LF inh2 – blocks Bacillus anthracis lethal factor protease; inhibition, % at 10 µM; 360,000 tested, 0.12% active; AID 588501; P15917; multiplex microsphere protease cleavage assay, LF; in the data active = inhibition above about 30%; inconclusive = no clear call, values can overlap the other calls; note: plate controls were buffer without enzyme for full effect and enzyme alone for no effect
Target sequence (P15917 whole entry, looked up): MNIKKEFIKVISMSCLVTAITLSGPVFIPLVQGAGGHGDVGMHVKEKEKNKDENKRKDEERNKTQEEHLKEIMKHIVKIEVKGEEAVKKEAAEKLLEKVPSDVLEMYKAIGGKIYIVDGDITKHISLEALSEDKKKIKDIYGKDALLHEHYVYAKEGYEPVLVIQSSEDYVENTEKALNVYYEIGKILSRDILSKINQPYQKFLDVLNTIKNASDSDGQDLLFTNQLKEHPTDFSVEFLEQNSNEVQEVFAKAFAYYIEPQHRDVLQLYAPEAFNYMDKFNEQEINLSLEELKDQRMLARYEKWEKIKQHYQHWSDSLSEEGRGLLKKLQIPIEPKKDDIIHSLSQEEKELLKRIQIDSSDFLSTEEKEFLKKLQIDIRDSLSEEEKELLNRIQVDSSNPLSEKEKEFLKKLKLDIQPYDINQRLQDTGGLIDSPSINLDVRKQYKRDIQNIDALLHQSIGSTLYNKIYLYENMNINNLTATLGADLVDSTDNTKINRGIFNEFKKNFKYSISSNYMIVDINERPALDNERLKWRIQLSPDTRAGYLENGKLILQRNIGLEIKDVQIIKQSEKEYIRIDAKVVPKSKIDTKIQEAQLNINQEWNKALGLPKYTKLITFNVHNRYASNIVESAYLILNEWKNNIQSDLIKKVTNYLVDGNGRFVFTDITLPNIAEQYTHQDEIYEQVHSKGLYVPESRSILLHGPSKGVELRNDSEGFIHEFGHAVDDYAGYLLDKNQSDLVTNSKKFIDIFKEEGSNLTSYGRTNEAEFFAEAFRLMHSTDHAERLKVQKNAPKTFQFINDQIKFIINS
Rv3671c inh – inhibits the M. tuberculosis serine protease Rv3671c. 320,000 tested, 0.048% active. P9WHR9. inhibition, % at 5.96 µM; in the data active = inhibition above about 38%;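 note: extracellular domain of Rv3671c used as enzyme; 0% = enzyme with DMSO and 100% = no enzyme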
BH1578 lux ind – induces V. cholerae light production without autoinducers; activation, % at 18.7 µM; 350,000 tested, 0.16% active; V. cholerae BH1578 lux reporter, luminescence, 6 h; AID 588436; in the data active = activation mostly above about 9.7%, no sharp cut-off; inconclusive = no clear call, values can overlap the other calls; inactive = mostly below about 3.7%; note: not every result past the cut was called active; inactives centre near 0; reference of the scale not given here
VHR inh abs – inhibitors of human VHR1 phosphatase (DUSP3). recombinant VHR phosphatase, pNPP absorbance. inhibition, % at 13.3 µM. 290,000 tested, 0.52% active. AID 1654; in the data active = inhibition above about 50%; note: some compounds called inactive have numbers as strong as hits
Target sequence (P51452 whole entry, looked up): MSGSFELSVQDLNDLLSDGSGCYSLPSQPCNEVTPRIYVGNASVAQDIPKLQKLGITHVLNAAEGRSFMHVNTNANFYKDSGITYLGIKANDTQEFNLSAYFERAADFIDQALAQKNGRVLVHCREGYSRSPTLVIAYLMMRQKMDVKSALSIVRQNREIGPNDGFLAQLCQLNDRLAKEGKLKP
3CLpro inhibitor – SARS-CoV 3CLpro protease inhibition. P0C6X7. recombinant SARS-CoV 3CLpro, quenched FRET peptide cleavage. inhibition, % at 6 µM. 290,000 tested, 0.14% active; in the data active = inhibition above about 12%
MazEF act – increases E. coli MazEF RNase cleavage of RNA | AID 504720 | FAM/BHQ RNA-DNA oligo cleavage fluorescence, 5 h | 350,000 tested, 0.32% active | P0AE70 | activation, % at 20 µM; in the data active = activation above about 50%
SSB-PriA inh – blocks PriA binding to SSB C-terminal tail | AlphaScreen SSBct-PriA binding, biotinylated peptide | inhibition, % at 33 µM | 430,000 tested, 0.6% active | AID 1272365; in the data active = inhibition mostly above about 37%, no sharp cut-off; inactive = mostly below about 20%;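 note: plate controls were negative control peptide for no effect and reference peptide for full effect; strong numbers were not always called active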
Yp Topo-I inh – inhibitors of Yersinia pestis topoisomerase I. activity, % at 10 µM. Y. pestis Topo-I cleavage product accumulation, plate reader. 360,000 tested, 0.064% active; in the data active = activity above about 50%, passing the limit was not always enough; inconclusive = no clear call, values can overlap the other calls; note: inactives centre near 2
PfHsp40 yeast – compounds rescuing yeast from Plasmodium falciparum HSP40 toxicity. S. cerevisiae expressing PfHsp40, growth rescue, ATP luminescence. growth rescue, % at 12.5 µM. 340,000 tested, 0.68% active; in the data active = growth rescue above about 28%, passing the limit was not always enough; inconclusive = no clear call, values can overlap the other calls;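 note: yeast W303a lacking pdr1 and pdr3 grown in galactose medium; growth measured after three days at 30 °C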
* hit, by the source's call. Only part of the results is shown; the hit share may differ from the screen's.

For COc1cc2c(cc1OC)C(c1ccccc1O)NCC2 (stereo not drawn) the results were TcdB inh 1.4, Anthrax LF inh2 -5, Rv3671c inh 2, BH1578 lux ind -0.8, VHR inh abs 21, 3CLpro inhibitor -2, MazEF act 2, SSB-PriA inh 7, Yp Topo-I inh -3 and PfHsp40 yeast -1.5.
For CN1CCN(S(=O)(=O)c2cccc([N+](=O)[O-])c2)CC1 the results were TcdB inh 1.1, Anthrax LF inh2 -1, Rv3671c inh -4, BH1578 lux ind inactive, 3CLpro inhibitor -3, MazEF act -3, SSB-PriA inh -37, Yp Topo-I inh 1 and PfHsp40 yeast 0.2.
`COc1ccccc1-c1n[nH]c2c1[C@H](C)CC[C@H]2C(C)C` gave Anthrax LF inh2 -1, Rv3671c inh 11, BH1578 lux ind -0.2, VHR inh abs -4, 3CLpro inhibitor 6, MazEF act -1, SSB-PriA inh -4, Yp Topo-I inh 30 and PfHsp40 yeast 14.
`Cc1ccc(S(=O)(=O)N2CCOCC2)cc1NC(=O)COC(=O)/C=C/c1ccc(F)cc1` gave TcdB inh 1.1, Anthrax LF inh2 -11, Rv3671c inh -1, MazEF act -3, SSB-PriA inh 0, Yp Topo-I inh 13 and PfHsp40 yeast -1.1.
Screening O=C(NCc1ccc(OC(F)(F)F)cc1)C1CC(c2ccc(C(F)(F)F)cc2)=NO1 (stereo not drawn) returned TcdB inh -9.6, Anthrax LF inh2 -10, Rv3671c inh -3, BH1578 lux ind -0.4, MazEF act -2, SSB-PriA inh -8, Yp Topo-I inh 1 and PfHsp40 yeast 0.6.
Screening Cc1ccc(C2=NN(C(=O)c3ccco3)C(O)(C(F)(F)F)C2)cc1 (stereo not drawn) returned TcdB inh 1.9, Anthrax LF inh2 12, Rv3671c inh -1, BH1578 lux ind -0.3, VHR inh abs 21, 3CLpro inhibitor -2, MazEF act -3, SSB-PriA inh -7, Yp Topo-I inh 0 and PfHsp40 yeast 2.3.
Screening COCCC(=O)N1CCCC(C(=O)c2ccc(Oc3ccccc3)cc2)C1 (stereo not drawn) returned TcdB inh 0.7, Anthrax LF inh2 -3, Rv3671c inh -2, BH1578 lux ind -0.3, VHR inh abs -10, 3CLpro inhibitor -1, MazEF act 3, SSB-PriA inh -13, Yp Topo-I inh 33 and PfHsp40 yeast -0.3.
CN1CCN(Cc2cc(C(C)(C)C)c(O)c(C(C)(C)C)c2)CC1 was read as Anthrax LF inh2 1, Rv3671c inh -10, BH1578 lux ind 0.1, VHR inh abs 4, 3CLpro inhibitor 2, MazEF act 6, SSB-PriA inh -4, Yp Topo-I inh -4 and PfHsp40 yeast -1.5.
For O=S(=O)(Nc1ccc(-n2cccc2)cc1)c1ccc(F)cc1 the results were TcdB inh 1.6, Anthrax LF inh2 3, Rv3671c inh 1, BH1578 lux ind -1.7, VHR inh abs 14, 3CLpro inhibitor 3, MazEF act 0, SSB-PriA inh 17, Yp Topo-I inh -4 and PfHsp40 yeast 2.9.
Screening CC(OC(=O)c1ccncc1)C(=O)NC1CCCC1 (stereo not drawn) returned TcdB inh 0.8, Anthrax LF inh2 -7, Rv3671c inh -4, BH1578 lux ind -0.1, VHR inh abs 3, 3CLpro inhibitor 0, MazEF act 9, SSB-PriA inh -15, Yp Topo-I inh 7 and PfHsp40 yeast -0.3.
For CSCCC(NC(=O)c1ccccc1Br)C(=O)NNC(=O)c1ccco1 (stereo not drawn) the results were TcdB inh 0.1, Anthrax LF inh2 inconclusive, Rv3671c inh -2, BH1578 lux ind -0.3, MazEF act 3, SSB-PriA inh 5, Yp Topo-I inh -1 and PfHsp40 yeast 0.3.
CCCN1CCC(NC(=S)Nc2ccc([N+](=O)[O-])cc2)CC1 was read as TcdB inh 0.0, Anthrax LF inh2 -2, Rv3671c inh 3, BH1578 lux ind 2.2, VHR inh abs 8, 3CLpro inhibitor 1, MazEF act 4, SSB-PriA inh 17, Yp Topo-I inh -3 and PfHsp40 yeast -0.7.
`NS(=O)(=O)c1ccc(NC(=O)c2ccccc2Cl)cc1` gave Anthrax LF inh2 -4, Rv3671c inh 5, BH1578 lux ind inactive, VHR inh abs 2, 3CLpro inhibitor 1, MazEF act 2, SSB-PriA inh -7, Yp Topo-I inh 6 and PfHsp40 yeast -1.3.
For Cc1ccc(CNC(=O)CCn2cc(-c3ccc(C)cc3)nc2CCN)cc1 the results were TcdB inh 0.3, Anthrax LF inh2 -11, Rv3671c inh 1, BH1578 lux ind inactive, MazEF act 3, SSB-PriA inh 20, Yp Topo-I inh 13 and PfHsp40 yeast 40*.
N#Cc1c2n(c3c(=O)n(Cc4ccccc4Cl)cnc13)CCCCC2 was read as Anthrax LF inh2 -2, Rv3671c inh 6, BH1578 lux ind -0.9, VHR inh abs 21, 3CLpro inhibitor -9, MazEF act 4, SSB-PriA inh -7, Yp Topo-I inh 1 and PfHsp40 yeast 1.2.

Continued, starting with the last two of the part before.
For Cc1ccc(CNC(=O)CCn2cc(-c3ccc(C)cc3)nc2CCN)cc1 the results were TcdB inh 0.3, Anthrax LF inh2 -11, Rv3671c inh 1, BH1578 lux ind inactive, MazEF act 3, SSB-PriA inh 20, Yp Topo-I inh 13 and PfHsp40 yeast 40*.
N#Cc1c2n(c3c(=O)n(Cc4ccccc4Cl)cnc13)CCCCC2 was read as Anthrax LF inh2 -2, Rv3671c inh 6, BH1578 lux ind -0.9, VHR inh abs 21, 3CLpro inhibitor -9, MazEF act 4, SSB-PriA inh -7, Yp Topo-I inh 1 and PfHsp40 yeast 1.2.
`Cc1ccc(NC(=O)Cn2cccc2)cc1` gave TcdB inh 1.4, Anthrax LF inh2 -2, Rv3671c inh -3, BH1578 lux ind 2.7, VHR inh abs 14, 3CLpro inhibitor -4, MazEF act 4, SSB-PriA inh -9, Yp Topo-I inh 1 and PfHsp40 yeast -0.7.
COc1cc(/C=C/C(=O)c2c(O)cc(C)oc2=O)cc(OC)c1O was read as Anthrax LF inh2 -8, Rv3671c inh 1, BH1578 lux ind -6.7, VHR inh abs 22, 3CLpro inhibitor -1, MazEF act -86, SSB-PriA inh -4, Yp Topo-I inh 0 and PfHsp40 yeast 0.2.
For COCCCNCc1cc(C)n(-c2cc(S(=O)(=O)N3CCOCC3)ccc2N2CCCC2)c1C the results were TcdB inh 0.5, Anthrax LF inh2 2, BH1578 lux ind inactive, MazEF act -1, SSB-PriA inh 12, Yp Topo-I inh -7 and PfHsp40 yeast -1.3.
For O=C(CSc1ccc2nnc(-c3cccc(F)c3)n2n1)NCc1ccco1 the results were TcdB inh -0.3, Anthrax LF inh2 -6, Rv3671c inh -1, BH1578 lux ind -9.7, VHR inh abs 23, 3CLpro inhibitor 4, MazEF act 5, SSB-PriA inh -7, Yp Topo-I inh 2 and PfHsp40 yeast 0.3.
Screening O=C(CSc1ncn[nH]1)NCCC(c1ccccc1)c1ccccc1 returned Anthrax LF inh2 2, Rv3671c inh -5, BH1578 lux ind 4.2, VHR inh abs 7, 3CLpro inhibitor 2, MazEF act 10, SSB-PriA inh 2, Yp Topo-I inh -6 and PfHsp40 yeast -1.1.
For CCOC(=O)C1=C(C)NC(=O)NC1/C=C/c1ccccc1 (stereo not drawn) the results were Anthrax LF inh2 -5, Rv3671c inh 4, BH1578 lux ind -0.5, VHR inh abs -19, 3CLpro inhibitor -1, MazEF act -8, SSB-PriA inh -15, Yp Topo-I inh 2 and PfHsp40 yeast -1.5.
CCc1c(C)nc2cc(-c3ccc(Cl)cc3)[nH]n2c1=O was read as TcdB inh 1.2, Anthrax LF inh2 10, Rv3671c inh 7, BH1578 lux ind 0.4, VHR inh abs 17, 3CLpro inhibitor -9, MazEF act 2, SSB-PriA inh -4, Yp Topo-I inh 2 and PfHsp40 yeast 0.0.
For Cc1ccc(NC(=O)Nc2ccc(Cl)c(Cl)c2)nc1 the results were TcdB inh -0.6, Anthrax LF inh2 6, Rv3671c inh 12, BH1578 lux ind inactive, VHR inh abs -1, 3CLpro inhibitor 5, MazEF act 13, SSB-PriA inh 1, Yp Topo-I inh 5 and PfHsp40 yeast -1.7.
For CC(=O)Nc1cc(-c2ccc(N3CCN(C)CC3)cc2)cn2c(-c3ccccc3)cnc12 the results were TcdB inh 1.7, Anthrax LF inh2 -5, BH1578 lux ind inactive and Yp Topo-I inh 1.
O/N=C\c1cnc(N2CCN(c3ccccc3)CC2)s1 was read as TcdB inh -0.3, Anthrax LF inh2 0, Rv3671c inh -2, BH1578 lux ind -1.6, VHR inh abs 36, 3CLpro inhibitor 4, MazEF act 15, Yp Topo-I inh 1 and PfHsp40 yeast -0.3.
Screening COc1cccc(NC(=O)CSc2nc3ccccc3n2C)c1 returned TcdB inh 0.6, Anthrax LF inh2 -2, Rv3671c inh -16, VHR inh abs 23, 3CLpro inhibitor 8, MazEF act -1, SSB-PriA inh 3, Yp Topo-I inh 8 and PfHsp40 yeast 1.4.
Screening Cc1c(NS(=O)(=O)c2ccc(C(=O)NCc3ccccc3)cc2)c(=O)n(-c2ccccc2)n1C returned TcdB inh 4.9, Anthrax LF inh2 -4, Rv3671c inh -2, BH1578 lux ind -0.2, VHR inh abs 30, 3CLpro inhibitor 0, MazEF act 10, SSB-PriA inh -9, Yp Topo-I inh 0 and PfHsp40 yeast -0.2.
CC(C)(C)NC(=O)COc1ccc2oc3c(c2c1)CCCC3 was read as TcdB inh 1.0, Anthrax LF inh2 -4, Rv3671c inh -8, BH1578 lux ind -1.5, VHR inh abs 5, 3CLpro inhibitor 0, MazEF act -3, SSB-PriA inh -6, Yp Topo-I inh 32 and PfHsp40 yeast -1.3.
CCOC(=O)COc1ccc(S(=O)(=O)Nc2ccc3c(c2)OCCO3)cc1 was read as Anthrax LF inh2 -1, Rv3671c inh 4, BH1578 lux ind -1.7, VHR inh abs -1, 3CLpro inhibitor 5, MazEF act 2, SSB-PriA inh 0, Yp Topo-I inh 13 and PfHsp40 yeast 1.0.
Screening CN1C(=O)C2C(c3ccc(N(C)C)cc3)NN(Cc3ccccc3)C2C1=O (stereo not drawn) returned TcdB inh -1.6, Anthrax LF inh2 -7, Rv3671c inh 5, BH1578 lux ind -0.5, VHR inh abs 21, 3CLpro inhibitor 5, MazEF act 4, SSB-PriA inh 21, Yp Topo-I inh 1 and PfHsp40 yeast -0.6.
`COc1ccc(-c2nnc3c4ccccc4c(C)nn23)cc1S(=O)(=O)N1CCN(CCO)CC1` gave Anthrax LF inh2 5, Rv3671c inh 15, BH1578 lux ind -0.1, VHR inh abs 42, 3CLpro inhibitor -2, MazEF act 5, SSB-PriA inh 6, Yp Topo-I inh 11 and PfHsp40 yeast 0.1.
`CCN(C(=O)c1cc2c(C)nc3ccccc3c2o1)c1cc(Cl)ccc1OC` gave TcdB inh -0.4, Anthrax LF inh2 -1, Rv3671c inh 0, BH1578 lux ind 0.0, VHR inh abs 4, 3CLpro inhibitor 2, MazEF act 8, SSB-PriA inh -6, Yp Topo-I inh 10 and PfHsp40 yeast 1.7.
For O=C(CN1CCN(c2ccccc2)CC1)Nc1ccc2c(c1)CCC2 the results were TcdB inh 0.4, Anthrax LF inh2 0, Rv3671c inh 10, BH1578 lux ind -0.3, VHR inh abs -10, 3CLpro inhibitor 2, MazEF act 5, SSB-PriA inh -3, Yp Topo-I inh -4 and PfHsp40 yeast 0.5.
`CC(C)[C@H](NC(=O)C1CC(=O)N(c2ccc3c(c2)OCO3)C1)C(=O)NC1CCCC1` (stereo partly drawn) gave TcdB inh -1.4, Anthrax LF inh2 -2, Rv3671c inh 1, BH1578 lux ind inactive, VHR inh abs 35, 3CLpro inhibitor -4, MazEF act 7, SSB-PriA inh -15, Yp Topo-I inh -3 and PfHsp40 yeast -0.9.
Screening COC(=O)c1ccccc1NC(=O)c1cc(-c2cccs2)on1 returned TcdB inh 1.6, Anthrax LF inh2 -1, Rv3671c inh 8, BH1578 lux ind inactive, VHR inh abs 3, 3CLpro inhibitor 1, MazEF act -52, SSB-PriA inh -4, Yp Topo-I inh 3 and PfHsp40 yeast -0.8.
